# ERG-DNA inh – blocks human ERG Ets domain binding to DNA. P11308. fluorescence polarization, His-ERG Ets domain / labelled DNA. Potency, µM (doses to about 76.9 µM), without a hit: at the top dose FP activity, negative = inhibition, actives largely listed as inhibitors. 370,000 compounds, 0.028% hits; active = well fitted inhibition curve with a large enough effect in the polarisation, with a control signal flat; inconclusive = small, poorly fitted or top-dose-only effect, or effect the other way, or a change in a side signal; inactive = no such curve, though single readings can be large or run the other way; the % refers to the polarisation;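 also: polarization taken with two DNA probes labelled with fluorescein and Texas red; potency is read from the fitted curve at half-maximal effect; % of control where 0% means no effect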
#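 His-tagged ERG Ets domain (1 uM in the protein solution; 300mM KCl, 50mM Tris-HCl, 1mM EDTA, 1mM DTT, pH 7.5) received compound, then a probe mix of 5 nM fluorescein-DNA and 100nM Texas-615-DNA. Fluorescence polarization was read for both dyes.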
# POLI inh – blocks human DNA polymerase iota activity; 390,000 compounds, 1% hits; Q9UNA4; Potency, µM (top dose mostly 115 µM), for the others: top-dose activity, negative = inhibition, most hits filed as inhibitors; Pol iota fluorescent replication assay, 10 min; also: potency is read from the fitted curve at half-maximal effect
#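 Fluorescent replication assay read twice, at 0 min and 10 min after adding 50 nM (final) substrate. Enzyme (10 nM) and compounds were first incubated 15 min at room temperature; enzyme-free buffer wells were negative controls.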
# Pol beta inh – blocks human DNA polymerase beta activity; P06746; Pol beta primer extension/strand displacement, fluorescence kinetic; Potency, µM (series often up to 114 µM), for the others: at the highest dose activity change, negative = inhibition, actives largely listed as inhibitors; 340,000 compounds, 1.3% hits; AID 485314; also: potency is read from the fitted curve at half-maximal effect; % is scaled to controls: 0 for no effect and ±100 for the full control effect
#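 Preincubation: enzyme (10 nM) with compound, 15 min, RT. Reaction: substrate added to 50 nM final. Reads: 0 and 10 min. Analysis: normalized, Hill fit.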
# 12-LOX inh – ALOX12 (human) lipoxygenase inhibition; P18054; purified 12hLO, xylenol orange hydroperoxide absorbance; Potency, µM (titrated, usually from 108 µM), for inactives: at the top dose activity change, negative = inhibition, usual class: inhibitors; 580,000 compounds, 1.1% hits; also: potency is read from the fitted curve at half-maximal effect; % is scaled to controls: 0 for no effect and ±100 for the full control effect
#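 Purified human 12hLO at 150 nM in 25 mM Hepes, 0.01% Triton X-100, pH 7.0, preincubated 15 min at room temperature with compound. Reaction started with 40 uM arachidonic acid, 30 min at room temperature. Hydroperoxide measured by Fe-xylenol orange, 573/405 nm absorbance ratio.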
# TRHR ag – activates the human TRH receptor | P34981 | TRHR cells, calcium flux fluo-8, FDSS agonist mode | activation, % at 2 µM | 360,000 compounds, 0.18% hits; in the data active = activation above about 30%; also: 0% is about no effect
#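 TRHR-expressing cells loaded with fluo-8 calcium dye; 23 nL library compound pin-transferred, kinetic FDSS fluorescence (Ex 480/Em 530) recorded about 180 s for agonist-induced calcium release, before a 10 nM TRH EC20 addition for potentiator mode.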
# Apoferritin bind – binds horse apoferritin like a general anesthetic | P02791 | apoferritin/1-aminoanthracene competitive binding, fluorescence | Potency, µM (series often up to 77.5 µM), without a hit: top-dose activity change, negative = displacement, actives largely listed as inhibitors | 350,000 compounds, 0.074% hits | AID 485281; also: potency is read from the fitted curve at half-maximal effect; % is scaled to controls: 0 for no effect and ±100 for the full control effect; nearly all actives have a fitted effect of over 20% in size
#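 Read-out: endpoint 1-AMA fluorescence, excitation 380 nm and emission 535 nm, after compounds sit 10 min at room temperature with 10 uM horse-spleen apoferritin in 50% saturated 1-AMA/PBS. Values come from four-parameter Hill fits.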
# BLM inh – inhibitors of human Bloom syndrome helicase BLM; Potency, µM (top dose mostly 56.1 µM), for the others: at the top dose activity change, negative = inhibition, most hits filed as inhibitors; 350,000 compounds, 0.2% hits; P54132; recombinant BLM DNA unwinding, fluorescence dequenching;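 also: potency is read from the fitted curve at half-maximal effect; plate controls were vehicle for no effect and no enzyme for full effect; nearly all actives have a fitted effect of over 35% in size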
# Target sequence (P54132 whole entry, looked up): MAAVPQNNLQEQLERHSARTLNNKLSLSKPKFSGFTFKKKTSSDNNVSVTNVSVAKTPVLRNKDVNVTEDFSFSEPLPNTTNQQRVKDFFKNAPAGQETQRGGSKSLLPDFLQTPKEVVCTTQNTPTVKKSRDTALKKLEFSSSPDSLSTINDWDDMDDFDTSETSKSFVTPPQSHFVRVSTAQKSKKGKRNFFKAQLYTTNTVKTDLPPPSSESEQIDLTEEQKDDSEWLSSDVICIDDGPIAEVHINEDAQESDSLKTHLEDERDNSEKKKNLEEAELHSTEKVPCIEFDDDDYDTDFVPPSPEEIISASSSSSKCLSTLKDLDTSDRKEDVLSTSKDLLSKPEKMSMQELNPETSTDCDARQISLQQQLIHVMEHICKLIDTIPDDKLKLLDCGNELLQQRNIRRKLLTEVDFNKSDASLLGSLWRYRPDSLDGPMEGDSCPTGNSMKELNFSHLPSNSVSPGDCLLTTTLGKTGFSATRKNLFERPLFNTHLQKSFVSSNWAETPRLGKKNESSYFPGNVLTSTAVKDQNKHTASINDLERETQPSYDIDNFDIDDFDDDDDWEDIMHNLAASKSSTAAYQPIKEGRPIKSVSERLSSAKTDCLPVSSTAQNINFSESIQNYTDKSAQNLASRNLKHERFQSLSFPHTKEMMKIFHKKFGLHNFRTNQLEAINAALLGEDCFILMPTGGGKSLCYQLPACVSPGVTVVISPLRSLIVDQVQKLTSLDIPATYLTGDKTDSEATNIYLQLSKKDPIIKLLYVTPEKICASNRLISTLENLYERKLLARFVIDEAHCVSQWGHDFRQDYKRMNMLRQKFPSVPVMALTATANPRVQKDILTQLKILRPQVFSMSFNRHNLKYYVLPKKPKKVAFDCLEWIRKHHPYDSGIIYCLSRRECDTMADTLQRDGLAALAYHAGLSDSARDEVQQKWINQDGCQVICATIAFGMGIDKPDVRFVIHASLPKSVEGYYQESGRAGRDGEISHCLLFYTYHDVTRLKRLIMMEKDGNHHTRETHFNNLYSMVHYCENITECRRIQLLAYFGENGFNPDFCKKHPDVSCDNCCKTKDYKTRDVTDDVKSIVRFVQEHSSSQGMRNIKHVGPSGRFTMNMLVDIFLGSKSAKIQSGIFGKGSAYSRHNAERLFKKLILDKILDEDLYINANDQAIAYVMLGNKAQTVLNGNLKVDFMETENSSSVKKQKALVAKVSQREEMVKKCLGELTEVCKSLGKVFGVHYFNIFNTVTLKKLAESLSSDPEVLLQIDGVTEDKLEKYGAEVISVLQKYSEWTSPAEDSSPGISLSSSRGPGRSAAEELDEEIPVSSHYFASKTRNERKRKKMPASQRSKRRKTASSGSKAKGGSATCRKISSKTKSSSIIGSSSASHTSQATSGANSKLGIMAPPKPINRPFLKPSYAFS
# APEX1 inh – blocks human APE1 abasic DNA cleavage. recombinant APE1, TAMRA/BHQ-2 abasic DNA cleavage fluorescence. Potency, µM (series often up to 65.8 µM), for the others: at the top dose activity change, negative = inhibition, hits mostly inhibitors. 350,000 compounds, 0.35% hits. AID 2517;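 also: potency is read from the fitted curve at half-maximal effect; plate controls were vehicle for no effect and reference inhibitor for full effect; nearly all actives have a fitted effect of over 55% in size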
#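 Activity was derived from the fluorescence gain between first and third kinetic reads (60 s intervals, ex 525/em 598 nm) after 50 nM THF-abasic TAMRA/BHQ-2 duplex was added to 0.75 nM APE1 preincubated 15 min with compound.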
# Pol kappa inh – DNA polymerase kappa (human) inhibition; purified Pol kappa, fluorescent DNA synthesis assay, 10 min; AID 588579; Potency, µM (doses to about 107 µM), inactives show at the highest dose activity, negative = inhibition, actives largely listed as inhibitors; 400,000 compounds, 0.53% hits; Q9UBT6; also: potency is read from the fitted curve at half-maximal effect; % is scaled to controls: 0 for no effect and ±100 for the full control effect
#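 Readout: fluorescence, taken kinetically at 0 and 10 min. Conditions: 10 nM Pol kappa, 15 min RT compound preincubation, 50 nM substrate final. Controls: enzyme-free buffer wells.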
# An asterisk follows results filed as active; ? = inconclusive; nt = not tested or not shown; & = joins results of further samples; [ ] = another dose, or the depositor's remark. Unless noted, calls follow the shape of the dose curve; as a rule, active = well fitted curve in the direction sought with a large enough effect; inconclusive = small, poorly fitted or top-dose-only effect, or another doubt; inactive = no such curve, though single readings can be large; an effect the other way counts as inactive or inconclusive. An excerpt (hit frequency here may not be typical).
SMILES,ERG-DNA inh,POLI inh,Pol beta inh,12-LOX inh,TRHR ag,Apoferritin bind,BLM inh,APEX1 inh,Pol kappa inh
COCCNC(=O)/C(=C/c1ccccc1Cl)c1ccccc1,10%,6%,13%,-16%,0.0,0%,-3%,2%,-18%
CCCCC(=O)NC(=S)Nc1cc([N+](=O)[O-])ccc1OC,-5%,-9%,-7%,?,-1.7,-16%,-16%,-2%,-1%
Cc1nc2ccccc2c(=O)n1-c1ccc(NC(=O)c2cccc([N+](=O)[O-])c2)cc1,0%,26%,-3%,-16%,0.1,-5%,0%,nt,-4%[60.1 µM]
CC(C)(C)Oc1ncc(Br)c(OC(C)(C)C)n1,-5%,40%[activator],-1%,-10%,-0.1,-5%,3%,2%,-3%
COc1cc(NC(=O)CSC(=S)N2CCCC2)c(OC)cc1Cl,16%,11%,nt,-4%,-0.7,nt,nt,30%,2%
COc1ccc2nc(N=Nc3ccc(O)c4ccccc34)sc2c1,-5%,-2%,45µM*,-14%,-0.4,-10%,-8%,-2%,-28%
C[C@@H]1O[C@@H](O[C@@H]2C(=O)c3c(O)cc(O)cc3O[C@H]2c2ccc(O)c(O)c2)[C@H](O)[C@H](O)[C@H]1O,79%[activator],-18%,nt,-9%,-0.1,nt,nt,-40%,-31%
COc1ccc(-c2cc(C(F)(F)F)nc(N3CCOCC3)n2)cc1,-9%,-5%,28%,14%,0.0,-11%,-8%,0%,-18%
CCN(CC(=O)Nc1ccc(NC(C)=O)cc1)C(=O)c1ccc2c(c1)OCO2,2%,16%,nt,61%[activator],0.9,nt,nt,-12%,-2%
COc1ccc(CCNCC(O)COc2cccc(C(C)=O)c2)cc1OC (centres undefined),7%,22%,5%,-6%,-1.8,3%,23%,-3%,5%
CCC(C)N(C(=O)COc1ccccc1C#N)C1CCS(=O)(=O)C1 (centres undefined),1%,19%,nt,-13%,-0.5,nt,nt,29%,-3%
Cc1cn2c(=O)cc(COc3ccccc3NC(=O)c3ccc(Cl)cc3)nc2s1,-2%,8%,3%,-9%,1.1,4%,1%,nt,-14%
Cc1c(C)n(Cc2ccc(F)cc2)c2ccc(C(=O)N3CCN(c4ccccn4)CC3)cc12,39%[activator],-9%,-9%,8%,0.3,-11%,-13%,19%,-2%
Cc1cc(N2CCC(C(=O)Nc3ccc(F)cc3F)CC2)n2nc(C)c(-c3ccc(Cl)cc3)c2n1,-7%,24%,14%,-16%,0.2,-2%,-6%,nt,0%
CCOc1ccc2nc(SCC(=O)N(C)C)[nH]c2c1,-13%,2%,7%,0%,0.2,-2%,-3%,5%,-3%
Cc1cccc(NC(=O)COc2ccccc2)c1,4%,0%,0%,3%,-0.2,-9%,-4%,-1%,-4%
Cc1csc2nnc(N)n12,7%,8%,4%,-15%,0.4,-7%,-2%,12%,4%
CCc1ccc(CNc2ncc(-c3cccc(OC)c3)n2C)cc1,8%,18%,22%,?,0.7,-21%,1%,nt,-9%
CC(=O)N1c2ccc(S(=O)(=O)NCCC(=O)Nc3ccc(C)c(F)c3)cc2CC1C (centres undefined),-9%,7%,47%,-11%,-0.2,-7%,0%,23%,7%
COc1ccc(N2CSC3=C(C#N)C(c4ccc(OC)c(OC)c4)CC(=O)N3C2)c(OC)c1 (centres undefined),1%,?,28%,?,1.5,-19%,-8%,-2%,-39%
C=CCNC(=O)C1CC(c2cccc(OC)c2)=NO1 (centres undefined),13%,1%[58.9 µM],29%,15%,0.1,-9%,-1%,-4%,-3%
COc1cc(NC(=O)CSc2c3c(nc4ccccc24)CCC3)cc(OC)c1OC,-2%&-7%,8%&13%,0%,-12%&-11%,-0.3&-1.0,-9%&-3%,1%&-12%,13%,-9%&-2%
CSc1nc2c(c(=O)[nH]1)C(c1cccc(Br)c1)CC(=O)N2 (centres undefined),?,63%[activator],3%,-3%,0.5,0%,2%,-1%,-2%
COc1ccccc1NC(=O)C(C)NS(=O)(=O)c1ccccc1 (centres undefined),-1%,1%,1%,-1%,0.5,-4%,3%,4%,-8%
CCc1cccc(NC(=O)Nc2cccs2)c1,-5%,-2%,8%,253%[activator],1.6,-6%,-20%,-1%,-11%

# Other compounds.
SMILES,ERG-DNA inh,POLI inh,Pol beta inh,12-LOX inh,TRHR ag,Apoferritin bind,BLM inh,APEX1 inh,Pol kappa inh
COC(C[C@H](O)C[C@H](O)COCc1ccccc1)OC,10%,-11%,1%,-7%,0.1,0%,-1%,0%,11%
O=C(c1cccnc1)N1CCC(c2nc3ccccc3[nH]2)CC1,nt,nt,-6%,0%,0.4,-6%,1%,19%,nt
Cn1c(=O)n(C)c2cc(S(=O)(=O)Nc3ccccc3O)ccc21,nt,-21%,?,14%,0.7,-13%,-5%,-3%,-10%
COc1ccc(NC(=O)C/C(C)=N/NC(=O)CCc2ccccc2)c(OC)c1,16%,91%[activator],65%,22%,0.1,-8%,-1%,-11%,-3%
COc1ccc2c(c1)N(C(=O)CSc1n[nH]c(C)n1)C(C)(C)C=C2C,0%,22%,29%,0%,-0.4,1%,-2%,-2%,-12%
COc1ccc(/C=C(\C#N)C(=O)NCc2ccccc2)cc1O,6%,?,16%,-13%,0.1,-15%,-7%,41%,0%
CCC(C)(NC(=O)c1cccc(N2C(=O)CSC2c2ccccc2)c1)C(=O)Nc1ccccc1C (centres undefined),-11%,-2%,5%,9%,1.2,?,-2%,0%,-10%
CC(Oc1ccc(Br)cc1)C(=O)O/N=C(\N)c1ccncc1 (centres undefined),3%,14%,-1%,-6%,0.0,?,-4%,29%,-7%
COc1cc(C(=O)NCc2cccs2)ccc1OCc1c(C)noc1C,-5%,4%,nt,253%[activator],nt,nt,nt,12%,-6%
CCOc1cc(/C=N/NC(=O)Cn2nc([N+](=O)[O-])cc2C)ccc1OCc1ccc(F)cc1,14%,6%,39%,-9%,-0.7,-9%,-7%,3%,-12%
Cc1ccc(-c2n[nH]c(=O)c3ccccc23)cc1S(=O)(=O)N(C)CCO,-11%,-102%,21%,37%&-19%[activator],1.3,-8%,0%,19%,-6%
O=C(Oc1ccccc1)N1CCC2(CC1)CCN(c1ccncc1)CC2,nt,nt,nt,1%[57.4 µM],nt,nt,3%,10%,0%[60.1 µM]
CC(=O)c1cccc(OCC(=O)N(Cc2ccco2)c2c(N)n(Cc3ccccc3)c(=O)[nH]c2=O)c1,-1%,-2%,nt,169%[activator],0.9,nt,nt,-11%,5%
COc1ccc(N2CCN(C(=S)NC(C)c3ccccc3)CC2)cc1 (centres undefined),-19%,27%,-17%,-12%,-0.2,8%,-3%,-7%,12%
COc1cc(OC)cc(C(=O)N2CCC(N3CCN(c4ccccc4OC)CC3)CC2)c1,10%,5%,18%,?,-0.6,-7%,-13%,-8%,-4%
CC(C)(C)NC(=O)COC(=O)/C=C/c1ccc(F)cc1,2%,198%[activator],-11%,-5%,-0.1,-12%,1%,2%,-9%
COc1cccc(NC(=O)CSc2nc3n[nH]c(C)c3c(=N)n2-c2cccc(OC)c2)c1,-1%,-14%,-2%,-4%,-0.3,-13%,-5%,-5%,-7%
CC(C)(C)c1cc(Br)c(O)c(N=Nc2ccc(S(=O)(=O)N3CCOCC3)cc2)c1,-3%,-6%,-7%,4%,-1.0,?,-13%,-3%,-1%
CCC(=O)N1CCc2cc(Br)c(S(=O)(=O)NCCN3CCCCC3CC)cc21 (centres undefined),7%,5%,nt,-1%,nt,nt,nt,nt,-6%
CCn1c(-c2ccncc2)n[nH]c1=S,-2%,53%[activator],0%,?,-1.5,0%,3%,-4%,-18%
CCn1c(SCC(=O)Nc2cc(F)ccc2C)nnc1-c1ccccc1O,-3%,-2%,-23%,14%,-0.4,0%,-2%,-6%,-7%
O=C(COC(=O)COc1ccc(Cl)cc1)NCCNC(=O)COC(=O)COc1ccc(Cl)cc1,-13%,24%,nt,4%,-0.3,nt,nt,6%,-8%
CC(=O)/C=C/c1ccccc1O,-5%,-7%,74%,-8%,0.9,-12%,-1%,0%,-20%
NC(=O)c1ccc2c(=O)c(O)c(-c3cc(Cl)c(N)c(Cl)c3)[nH]c2c1,-19%,?,-2%,-7%,1.0,28%,-14%,6%,4%
CCc1cccc(NC(=O)CSc2nc3c(c(=O)[nH]2)CCCC3)c1,nt,nt,19%,nt,-1.4,-13%,-7%,1%,nt

# Next records
SMILES,ERG-DNA inh,POLI inh,Pol beta inh,12-LOX inh,TRHR ag,Apoferritin bind,BLM inh,APEX1 inh,Pol kappa inh
O=C(c1cn(-c2ccccc2)nc1-c1ccccc1)N1CCOCC1,-6%,33%[activator],1%,0%,0.7,-18%,-1%,1%,-4%
O=C(O)c1ccc(NC(=O)c2ccc(Cl)c(S(=O)(=O)N3CCCCCC3)c2)cc1,-2%,19%,3%,-21%,-0.6,1%,-1%,nt,-1%
Cc1noc(C)c1S(=O)(=O)N1CCCC(C(=O)NCCC2=CCCCC2)C1 (centres undefined),-2%,-2%,17%,-6%,-0.6,-8%,0%,0%,-17%
O=C(C1CC(=O)N(c2ccc(Br)cc2)C1)N1CCCC1 (centres undefined),-7%,19%,22%,483%[activator],0.5,-19%,-13%,6%,-6%
Cc1ccc(CCC(=O)Nc2ccc([N+](=O)[O-])cc2)o1,12%,0%,23%,?,-0.8,-12%,0%,5%,1%
CC1CCc2c(C(=O)NCc3ccco3)csc2C1 (centres undefined),3%,14%,3%,-11%,-0.7,-10%,-3%,3%,-3%
C[C@H](CO)NC(=O)[C@@H]1C[C@H]1[C@@H](NP(=O)(c1ccccc1)c1ccccc1)c1ccccc1,6%,33%,26%,-3%,-0.9,-3%&-9%,2%&-2%,-8%&-3%,16%

# Assay outcomes as filed in PubChem.
